# Insulin prom up: MIN6 insulin promoter up-regulation | AID 1625 | MIN6 insulin promoter-GFP reporter, high-content imaging; active compounds read high | 0.3% of 190,000 active | z-score at 5 µM;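 active means z-score above 3 at 5 µM with at least 500 cells counted in the well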
# MT stabilizer: microtubule stabilization, imaging screen; AID 2205; 0.83% of 200,000 active; % tubulin-high responders, % at 10 µM; HeLa tubulin immunostaining HCS, 24 h; share of cells brighter than vehicle mean+2SD;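 active means plate Z-score above 3 for both tubulin-high and condensed-nucleus cell shares, with cell loss under 80%, at 10 µM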;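 further: anti alpha tubulin signal scored within the nucleus-defined area of each cell; some results filed as inactive read as strong as hits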
# PhoP inhibition: PhoP-dependent GFP reporter repression – Salmonella Typhimurium, primary screen (AID 1863); 0.16% of 300,000 active; inhibition, % at 50 µM, or IC50 in µM where a hit was titrated; S. Typhimurium PhoP-regulated promoter GFP reporter, 4 h; higher % means a stronger effect;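 active means inhibition over 29.93%, a cutoff 3 SD above the screen mean, later confirmed by dose response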;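 further: 0% = low Mg2+ inducing control and 100% = high Mg2+ repressing control; strong numbers were not always called active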
# CSM14.1 death rescue: protection against thapsigargin-triggered cell killing – 384-well, CSM14.1, ATP luminescence, primary screen (AID 1222); cellular ATP content (survival), % at 20 µM, or EC50 in µM where a hit was titrated; 190,000 tested, under 10 active; CSM14.1 thapsigargin-induced death rescue, ATP luminescence; higher % means a stronger effect;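 active means EC50 below 50 µM in the dose-response confirmation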;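 further: death triggered by thapsigargin at about 15 µM added after 2 h compound pretreatment; cell ATP read after overnight thapsigargin exposure of roughly 18 to 22 hours; normalized against plate controls of thapsigargin alone and 5% DMSO vehicle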
# Dynein cargo inh: blocks dynein driven cargo transport along microtubules; 3617.4 mouse cells, GR-EGFP nuclear translocation imaging; test concentration mostly 20 µM; stimulated with dexamethasone, 1 µM; active compounds read low; z-score, hits read low; 0.47% of 220,000 active;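 active means plate z-score of nuclear minus cytoplasmic receptor signal below a set negative limit, without overly bright fluorescence or cell loss, cut at about -3.5 in these data, passing the limit was not always enough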;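 further: z-score of nuclear minus cytoplasmic ring GR-EGFP intensity difference per well; some compounds called inactive have numbers as strong as hits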
#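 Buffer or medium: tet-free, stripped-serum medium; reagent: dexamethasone at 1.0 µM final, 30 min; incubation: 48 h induction, 1 h compound, 30 min dex at 37 °C; measured by: formaldehyde fixation, Hoechst nuclear stain, 10x automated fluorescence imaging; read-out: nuclear-to-cytoplasmic GR-EGFP distribution per well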
# Hep lipid drop: modulators of hepatic lipid droplet formation; AML12 mouse hepatocytes, oleate lipid droplets, BODIPY imaging; inhibition, % at 6.5 µM; 0.4% of 240,000 active; AID 1656;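 active means lipid droplet intensity inhibited by at least 50%, with more than 500 cells counted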
#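 Assay system: AML12 mouse liver cells | Compound: 6.5 µM single-point dosing | Schedule: Overnight exposure | Technique: Fluorescence imaging, 20x objective, two fields per well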
# bCat nuc transl: modulators of beta-catenin nuclear translocation. HeLa beta-catenin nuclear translocation, immunofluorescence imaging. nuclear translocation activity, % at 5 µM. 0.3% of 190,000 active;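 active means nuclear translocation activity above 50% at 5 µM, with a well cell count of 50 or more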;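 further: per-cell ratio of nuclear to cytoplasmic median beta-catenin stain intensity; plate controls were DMSO negative control for no effect and GSK-3 inhibitor IX positive control for full effect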
#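 Assay system: human HeLa cells, native beta-catenin; doses: 5 µM primary, 0.02–20 µM confirmation; incubation: compound treatment 24 h, 37°C, 5% CO2; technique: fluorescence imaging of beta-catenin antibody stain plus DAPI; measure: % activation, nuclear-to-cytoplasmic median beta-catenin signal ratio per cell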
# T cell HTS: T cell immune modulators affecting CD8 T cell-vesicle binding; calls only at 7 µM; AID 2052; 0.068% of 330,000 active; 2C CD8+ T cell-vesicle binding, flow cytometry; active compounds read low;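 active means response, share of CD8 T cells binding vesicles, and their 90th percentile fluorescence all below set limits, cut at about 80% in these data, passing the limit was not always enough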
#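 Benchmarks: naked versus QL9-loaded vesicles / Assay system: purified 2C TCR transgenic mouse naive CD8+ T cells / Technique: high-throughput flow cytometry with anti-B7-1 and anti-CD8 staining / Timing: Cell–vesicle co-incubation 1.5 h at 37 °C, staining 20 min on ice / Read-out: percent CD8+ FL2 mean versus row control / Probe or stimulus: QL9-loaded Drosophila micro-vesicles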
# Autophagy HCS: alters autophagy in cells; MEF GFP-LC3 puncta imaging; test concentration mostly 10 µM; calls only at 10 µM (by protocol); 0.98% of 190,000 active; AID 463193;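 active means percentage of spot-positive cells more than 3 SD above its plate mean, without a fluorescence outlier flag or 80% toxicity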;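 further: spot-positive cell cutoff set from DMSO-treated cells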
# Dynein cargo inh cytoplasmic EGFP: further read-out of Dynein cargo inh, marked with its call; z-score; measured here: cytoplasmic GR-EGFP intensity; active compounds read high
# Dynein cargo inh nuclear GR-EGFP: second read-out of Dynein cargo inh, no call of its own (marks repeat the call); z-score; measured here: nuclear GR-EGFP intensity;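 lower value marks the stronger effect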
# Dynein cargo inh cell count: second read-out of Dynein cargo inh, no call of its own (marks repeat the call); z-score; measured here: cell count per field
# Insulin prom up cell count: also measured in Insulin prom up; calls as there; cell count; measured here: cytotoxicity, nuclei count;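 total cells summed across four imaged fields per well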
# Hep lipid drop cells 6.5 µM: recorded beside Hep lipid drop, whose call it bears; cell count; measured here: cell count, cytotoxicity flag;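 cells counted across two imaged fields per well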
# bCat nuc transl cell count 5 µM: second read-out of bCat nuc transl, no call of its own (marks repeat the call); cell count; measured here: cell count, cytotoxicity flag
# T cell HTS vesicle-bound %: second read-out of T cell HTS, no call of its own (marks repeat the call); double positive events, %; measured here: CD8+ vesicle-bound cell fraction;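 binding gate set so that unloaded-vesicle control wells show 10% double positive cells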
# MT stabilizer Hoechst-high %: second read-out of MT stabilizer, no call of its own (marks repeat the call); % Hoechst-high responders; measured here: nuclear condensation Hoechst responders;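 share of cells brighter than vehicle mean plus two SD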
# MT stabilizer cytotoxicity %: further read-out of MT stabilizer, marked with its call; toxicity, %; measured here: cytotoxicity by cell density;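 0% = mean cell density of plate MIN control wells and 100% = no cells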
# Autophagy HCS cell loss 18 h: also measured in Autophagy HCS; calls as there; toxicity, %; measured here: cell loss, nuclei count;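 cell loss after 18 h compound exposure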
# Active calls of the source: *; i = inactive; . = not tested or not shown; + = active, no number; & = joins results of further samples.
SMILES,Insulin prom up,Insulin prom up cell count,MT stabilizer,MT stabilizer Hoechst-high %,MT stabilizer cytotoxicity %,PhoP inhibition,CSM14.1 death rescue,Dynein cargo inh,Dynein cargo inh cytoplasmic EGFP,Dynein cargo inh nuclear GR-EGFP,Dynein cargo inh cell count,Hep lipid drop,Hep lipid drop cells 6.5 µM,bCat nuc transl,bCat nuc transl cell count 5 µM,T cell HTS,T cell HTS vesicle-bound %,Autophagy HCS,Autophagy HCS cell loss 18 h
CCc1nnc(NC(=O)[C@@H](NC(=O)c2cc(OC)cc(OC)c2)C(C)C)s1,.,.,1.8,1.5,4.7,6%,-1.2%,1.4,-0.29,0.8,-0.084,-7,672,1.4,1564,i,60,i,-8
COC(=O)c1ccccc1NC(=S)N(Cc1ccc2c(c1)OCO2)Cc1cc2cccc(C)c2[nH]c1=O,-1.1,1340,3.2,3.8,8.3,-25%,5.4%,1,-0.23,0.21,-0.26,-4,605,-1.6,1117,i,18,i,-2
CC(C)CCN(C(=O)Cc1ccccc1F)c1c(N)n(Cc2ccccc2)c(=O)[nH]c1=O,0.79,1275,2.3,2.0,9.7,3%,-9.2%,0.2,0.05,-0.35,0.61,5,668,-0.8,1176,i,29,i,-16
NC(=O)CC(NC(=O)Cc1ccc(Br)cc1)c1ccc(N2CCC(Cc3ccccc3)CC2)c([N+](=O)[O-])c1 (stereo unspecified),-0.55,747,.,.,.,1%,.,-0.007,-0.8,-0.06,0.28,7,737,0.6,1267,i,52,.,.
CC(C)(C)NS(=O)(=O)c1ccc(OCC(=O)NCCC2=CCCCC2)cc1,-0.21,942,1.2,1.7,12,14%,0.4%,0.35,1.2,0.29,-0.53,0,802,.,.,i,20,i,-3
CC(=O)c1ccc(OCC(O)CN2CCN(Cc3ccc4c(c3)OCO4)CC2)cc1 (stereo unspecified),-0.83&0.74,1955&543,8.5,2.1,6.8,5%&-3%,-2.0%,0.37&2.4,-0.15&-0.39,0.57&2,0.54&-2.2,-3&5,599&630,-4.7&-0.6,1283&1168,i,34&22,.,.
O=S(=O)(Nc1cccc(-c2cn3c(n2)SCC3)c1)c1cccs1,-0.36,1252,3.8,1.5,8.2,-8%,-0.9%,-0.73,-0.33,-0.26,0.43,-27,699,-1.3,1109,i,31,i,0
CC(=O)Nc1cccc(OCC(=O)Nc2ccc(F)cc2)c1,-0.42,1203,3.6,1.2,4.3,39%,-2.4%,1.4,-0.13,1.2,-2.7,2,737,.,.,i,15,i,2
CCSc1nnc2c(n1)OC1(CCCC1)Nc1ccccc1-2,0.34,893,1.8,3.3,4.7,-14%,-0.1%,-1.3,-0.24,-0.8,0.62,.,.,-0.2,1210,i,30,i,9
CC(=O)NS(=O)(=O)c1ccc(NC(=O)CN2C(=O)C3C4C=CC(C4)C3C2=O)cc1 (stereo unspecified),0.88,1145,1.5,2.5,3.8,9%,-3.8%,0.47,-0.25,0.12,-0.52,2,615,-1.9,1274,i,32,i,1
CCOC(=O)C1CCCN(C(=O)CSc2ccc(NC(C)=O)cc2)C1 (stereo unspecified),0.66,1126,4.6,2.4,12,-5%,.,0.058,-0.21,-0.037,0.27,-15,700,-0.4,1028,i,1,i,3
COc1ccc(S(=O)(=O)N(CC(=O)O)c2ccccc2)cc1,0.55,1619,4.1,2.7,4.4,3%,1.3%,-0.048,-0.26,0.32,0.28,.,.,-0.9,1013,i,22,i,2
COc1ccccc1N(CC(=O)Nc1cccnc1)S(=O)(=O)c1ccccc1,0.81,1345,2.3,2.1,2.1,-3%,0.9%,0.13,-0.19,-0.81,-1.1,.,.,.,.,i,26,i,-4
CCCN1CCN(CCCNC(=O)Cn2nc(-c3ccc(C)cc3)ccc2=O)CC1,2.5,1436,1.8,2.4,11,6%,0.9%,0.41,-0.21,0.21,-0.0029,.,.,-1.3,1334,i,38,i,-20
C/C(CCC1CC(C)OC1=O)=N\NC(N)=S (stereo unspecified),-0.19,993,.,.,.,-18%,.,-0.39,-0.21,0.67,0.066,2,700,-0.8,1375,i,17,.,.
COc1cccc(/C=N\NC(=O)Cn2nnc3ccccc32)c1O,-0.24,1583,1.4,1.7,0.9,84µM*,8.2%,-0.52,-0.072,0.034,0.27,17,728,2.3,972,i,48,i,21
O=Cc1cn(CC(=O)N2CCCc3ccccc32)c2ccccc12,0.12,1145,2.4,1.1,5.3,3%,0.3%,-0.62,-0.28,-0.092,0.17,5,748,-3.2,1258,i,21,i,-2
COc1ccc(S(=O)(=O)NC2CCCC2)c(Cl)c1Cl,0.32,804,1.6,1.4,6.7,6%,-0.3%,-0.19,-0.14,0.1,-0.2,0,833,.,.,i,11,i,-10
C=CCNC(=S)Nc1ccc(OC(F)F)c(Cl)c1,-0.6,1556,4.5,1.6,4.3,-4%,-1.5%,0.16,-0.18,0.41,-1.1,3,703,-4.9,1130,i,36,i,20
Cn1c(Cn2c(=O)sc3ccccc32)nnc1SCC(=O)N1CCOCC1,-0.07,1210,3.7,2.2,6.7,2%,-2.3%,-0.69,-0.22,-0.065,0.7,-1,761,1.5,1030,i,60,i,13
NC(=S)N=Nc1c(O)[nH]c2ccc(F)cc12,.,.,2.7,0.8,9.4,5%,-2.0%,0.36,-0.13,0.36,-0.83,-6,662,-0.3,903,i,50,i,12
Cc1ccc(C(O)(C(=O)NN(C(=O)c2ccccc2)c2ccccc2)c2ccc(C)cc2)cc1,-0.28,1558,3.3,2.1,10.0,0%,1.4%,0.3,-0.029,0.21,0.78,-10,677,-3.0,1078,i,10,i,-3
O=[N+]([O-])c1ccc(CN2CCOCCOCCOCC2)cc1,.,.,3.4,2.1,7.3,23%,-2.9%,-0.48,-0.23,-0.37,1.4,-5,535,-1.9,1127,i,62,i,1
COc1cc2c(cc1NS(=O)(=O)N1CCCC1)oc1ccccc12,-0.68,992,2.1,1.5,5.8,-2%,0.3%,-1.2,-0.24,-0.79,0.78,-17,788,0.1,1203,i,38,i,-6

# 3 entries out of the list above, arranged by the number in Dynein cargo inh, low to high.
SMILES	MT stabilizer Hoechst-high %	PhoP inhibition	Dynein cargo inh	Dynein cargo inh cytoplasmic EGFP	Dynein cargo inh nuclear GR-EGFP	Dynein cargo inh cell count	T cell HTS	T cell HTS vesicle-bound %
COc1ccccc1N(CC(=O)Nc1cccnc1)S(=O)(=O)c1ccccc1	2.1	-3%	0.13	-0.19	-0.81	-1.1	i	26
NC(=S)N=Nc1c(O)[nH]c2ccc(F)cc12	0.8	5%	0.36	-0.13	0.36	-0.83	i	50
CCCN1CCN(CCCNC(=O)Cn2nc(-c3ccc(C)cc3)ccc2=O)CC1	2.4	6%	0.41	-0.21	0.21	-0.0029	i	38

# The list goes on.
SMILES,Insulin prom up,Insulin prom up cell count,MT stabilizer,MT stabilizer Hoechst-high %,MT stabilizer cytotoxicity %,PhoP inhibition,CSM14.1 death rescue,Dynein cargo inh,Dynein cargo inh cytoplasmic EGFP,Dynein cargo inh nuclear GR-EGFP,Dynein cargo inh cell count,Hep lipid drop,Hep lipid drop cells 6.5 µM,bCat nuc transl,bCat nuc transl cell count 5 µM,T cell HTS,T cell HTS vesicle-bound %,Autophagy HCS,Autophagy HCS cell loss 18 h
COc1ccc(CC(=O)NC(C)C2COc3ccccc3O2)cc1OC (stereo unspecified),-0.28,1376,3.1,2.2,1.1,-1%,1.5%,-0.23,-0.33,0.0066,0.72,-14,658,-0.3,1566,i,50,i,2
CCCn1c(=NC(=O)c2c(-c3c(F)cccc3Cl)noc2C)c(C(=O)OCC)cc2c(=O)n3ccccc3nc21,0.51,1433,7.1,6.3,5.0,-8%,3.1%,-0.068,-0.2,0.27,-0.25,2,723,-1.6,1029,i,44,+,8.1*
O=C(c1ccc(N2CCCC2=O)cc1)N1CCOCC1,0.47,1970,3.5,1.2,11,-10%,-2.3%,-0.064,-0.19,0.63,-0.89,5,668,-1.4,1062,i,65,i,-2
COc1ccc(OCC(=O)Nc2nonc2NC(=O)COc2ccc(OC)cc2)cc1,0.01,1617,2.0,2.0,11,-2%,-1.0%,-1.1,-0.03,-0.31,0.89,8,644,1.3,891,i,62,i,13
CCN1CCN(CCOCCOc2ccccc2-c2ccccc2)CC1,-0.26,1394,3.7,1.0,0.9,8%,-1.6%,2.5,-0.24,0.26,-0.13,24,728,1.4,1512,i,29,i,26
O=C(CCN1CCN(c2ccccc2)CC1)N/N=C/c1ccccc1OC(F)F,0.01,1358,5.5,3.3,11,-2%,-0.3%,0.14,-0.32,0.37,-0.28,3,669,.,.,i,9,+,23*
CCNC(=O)COC(=O)c1[nH]c(C)c(C(=O)OC)c1C,0.22,1228,4.9,1.9,9.0,3%,.,0.1,-0.33,0.32,0.47,5,726,-0.4,1084,i,34,i,18
Cc1ccc2[nH]c(C)c(CCNC(=O)NC3CCCCC3)c2c1,-0.85,1267,1.9,2.8,9.7,0%,.,-0.65,-0.22,-0.38,0.19,-5,686,-0.6,1037,i,33,i,17
c1ccc(NCc2nc(-c3ccccc3)no2)cc1,0.9,1625,2.4,2.3,6.2,-6%,.,-0.59,-0.11,-0.33,0.016,-1,639,.,.,i,55,i,-5

# Screens: PubChem BioAssay, several laboratories
